Source: PubChem
V1aR counter = counter-screen for oxytocin receptor agonists: human V1a receptor agonists. P37288. CHO-V1R cells, Fluo-8 calcium fluorescence, agonist mode; 0% DMSO, 100% 3 nM vasopressin. activation, % at 3 µM. 0.25% of 320,000 active. AID 2797;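 active = activation above the mean activation of all tested compounds plus 3 SD, per screening run, cut at about 20% in these data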;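 note: signal is peak over basal fluorescence ratio across a 100 second FLIPR read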
Target sequence (P37288 whole entry, looked up): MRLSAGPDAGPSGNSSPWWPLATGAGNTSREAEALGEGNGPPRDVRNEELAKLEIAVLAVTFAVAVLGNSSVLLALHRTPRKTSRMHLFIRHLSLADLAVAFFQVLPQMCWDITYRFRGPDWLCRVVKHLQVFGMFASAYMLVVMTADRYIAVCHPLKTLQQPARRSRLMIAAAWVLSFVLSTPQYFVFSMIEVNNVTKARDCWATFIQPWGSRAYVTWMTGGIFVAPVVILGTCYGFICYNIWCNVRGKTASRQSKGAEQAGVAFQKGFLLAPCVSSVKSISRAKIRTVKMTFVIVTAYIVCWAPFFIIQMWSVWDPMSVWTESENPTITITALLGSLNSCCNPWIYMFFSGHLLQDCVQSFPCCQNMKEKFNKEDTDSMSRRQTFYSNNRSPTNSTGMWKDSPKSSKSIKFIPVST
OXTR agonist = human OXTR agonism | P30559 | CHO-OTR cells, Fluo-8 calcium fluorescence; normalized: DMSO 0%, oxytocin 100% | activation, % at 3 µM | 0.32% of 320,000 active;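 active = activation above the mean of all tested compounds plus 3 SD, cutoff set per screening run, cut at about 20% in these data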;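 note: peak over basal fluorescence ratio from a 100 s FLIPR kinetic read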
Target sequence (P30559 whole entry, looked up): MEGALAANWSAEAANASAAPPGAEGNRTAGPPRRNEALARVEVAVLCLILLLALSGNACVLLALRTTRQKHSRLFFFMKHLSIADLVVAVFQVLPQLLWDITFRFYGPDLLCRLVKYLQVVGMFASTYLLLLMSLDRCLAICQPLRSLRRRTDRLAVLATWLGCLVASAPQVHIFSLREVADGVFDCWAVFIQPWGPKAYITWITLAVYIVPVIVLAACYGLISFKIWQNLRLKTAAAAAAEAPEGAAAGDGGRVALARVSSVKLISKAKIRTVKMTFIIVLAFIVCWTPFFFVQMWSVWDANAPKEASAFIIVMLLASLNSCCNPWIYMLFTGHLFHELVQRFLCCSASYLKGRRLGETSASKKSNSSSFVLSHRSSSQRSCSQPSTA
PHOSPHO1 inh = PHOSPHO1 (human) inhibition. Q8TCT1. recombinant PHOSPHO1, absorbance phosphatase assay. inhibition, % at 13.3 µM. 1.1% of 290,000 active; in the data active = inhibition above about 60%
Target sequence (Q8TCT1 whole entry, looked up): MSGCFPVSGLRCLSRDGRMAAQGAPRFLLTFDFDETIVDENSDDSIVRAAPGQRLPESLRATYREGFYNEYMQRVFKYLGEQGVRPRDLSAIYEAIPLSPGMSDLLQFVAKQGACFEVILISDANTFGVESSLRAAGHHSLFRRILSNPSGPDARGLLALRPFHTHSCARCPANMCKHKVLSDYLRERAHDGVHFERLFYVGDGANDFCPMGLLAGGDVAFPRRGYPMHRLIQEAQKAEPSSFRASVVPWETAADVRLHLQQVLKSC
IMP-1 inhibitor = inhibitors of Pseudomonas aeruginosa IMP-1 metallo-beta-lactamase; purified IMP-1, nitrocefin hydrolysis, epi-absorbance fluorescence; inhibition, % at 5.6 µM; 0.45% of 290,000 active; AID 1556;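 active = inhibition above the mean plus 3 SD of all compounds in the same screening run, cut at about 4.5% in these data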;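 note: 0% = IMP-1 with DMSO and 100% = DMSO wells lacking enzyme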
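System: purified IMP-1; amount: IMP-1 0.2 nM before substrate addition; compound: single dose, 5.6 µM; times: 25 °C, 15 min preincubation, 25 min reaction; signal: Epi-absorbance via hydrolysed-nitrocefin quenching of white-plate fluorescence, 480/530 nm, EDTA stop; benchmarks: DMSO with and without IMP-1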
FID counter = displaces DNA intercalator in HCV helicase counter-screen | DNA fluorescent intercalator displacement, fluorescence | inhibition, % at 7.9 µM | 0.17% of 290,000 active; in the data active = inhibition above about 37%;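 note: 0% = vehicle and 100% = reference compound; higher means more ethidium bromide displaced from hairpin DNA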
VIM-2 inhibitor = inhibitors of Pseudomonas aeruginosa VIM-2 metallo-beta-lactamase. inhibition, % at 5.6 µM. purified VIM-2, nitrocefin hydrolysis, epi-absorbance fluorescence. 0.89% of 290,000 active;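 active = inhibition above the mean of all tested compounds plus 3 SD, cutoff set per screening run, cut at about 7.5% in these data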;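 note: red hydrolysis product quenches plate fluorescence so inhibitors raise well fluorescence; 0% = enzyme with DMSO and 100% = DMSO without enzyme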
GalR3 antag = blocks the human galanin receptor 3 | O60755 | HEK293 GalR3-CNG cAMP membrane potential fluorescence; galR3 body fused to GalR1 C-terminus | inhibition, % at 3 µM | 0.44% of 360,000 active | AID 651719;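 active = inhibition above the screen-wide average plus 3 SD, cut at about 13% in these data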;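 note: forskolin and galanin both at EC90 stimulate the cells; cAMP rise reported by CNG channel membrane potential dye signal; 0% = forskolin plus galanin with DMSO and 100% = forskolin alone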
NS3 helicase inh = blocks Hepatitis C virus NS3 helicase unwinding; inhibition, % at 10.9 µM; NS3 helicase DNA unwinding, Cy5 molecular beacon fluorescence; 0.56% of 290,000 active;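 active = inhibition above the mean of all tested compounds plus 3 SD, set per campaign, cut at about 35% in these data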;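 note: 0% = DMSO wells and 100% = thioflavine S control wells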
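assay system = NS3 helicase fragment of HCV | buffer or medium = MOPS pH 6.5, MgCl2, DTT, Tween20, BSA | timing = 60 min unwinding reaction at 25 °C after ATP addition | signal = Cy5 beacon fluorescence read at start and 1 h | read-out basis = % inhibition of unwinding | control set = low DMSO, high thioflavine S at 110 µM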
GPR7 antagonist = blocks human GPR7 receptor signaling | 1.1% of 290,000 active | P48145 | inhibition, % at 4.4 µM | GPR7-expressing cells, fluorescence antagonist assay | AID 1861; in the data active = inhibition above about 16%, passing the limit was not always enough;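 note: cells stimulated with the agonist NPW; 0% = agonist with vehicle and 100% = vehicle without agonist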
* = called active by the depositor; / = not tested or not shown; & = joins results of further samples. Outcome played no part in choosing rows; overall some 4.3% were active at least once.

#	Molecule	V1aR counter	OXTR agonist	PHOSPHO1 inh	IMP-1 inhibitor	FID counter
1	COC(=O)CN(c1ccc(C)cc1)S(=O)(=O)c1c(C)[nH]c(=O)[nH]c1=O	-0.5	-0.3	10	-3.2	-3
2	CCOC(=O)CCc1c(C)c2ccc(OCc3cc([N+](=O)[O-])ccc3OC)c(C)c2oc1=O	-1.1	-1.2	-12	-4.6	-1
3	CCN=c1sc(C(=O)NCCc2ccccc2)cc(=O)n1CC	1.7	-0.5	0	-6.9	-16
4	COc1ccc(F)cc1C(=O)C1CCCN(C(=O)C2=C(C)OCCO2)C1 (stereo unspecified)	0.8	-0.1	37	-3.1	-9
5	CC(/C=N/N1CCN(c2ccccc2)CC1)=C\c1ccco1	-0.5	-1.6	16	-1.1	1
6	CC1(C)Oc2ccc(C(=O)NC3CC3)cc2N(CC(=O)N2CCOCC2)C1=O	0.4	2.6	-2	0.1	0
7	CC1(C)C(=O)Nc2ccccc2N1C(=O)COC(=O)Cn1cnc2ccccc2c1=O	0.0	-0.6	2	-1.0	-22
8	COCCNC(=O)C1Cc2c(ccc3ccccc23)O1 (stereo unspecified)	-0.2	0.4	24	-2.3	-4
9	COCCn1c(SCC(=O)NCCc2ccc(OC)c(OC)c2)nc2c([nH]c3ccccc32)c1=O	0.9	0.8	1	-3.5	2
10	O=C(NCCN1C(=O)S/C(=C\c2cccnc2)C1=O)c1cc(S(=O)(=O)N2CCOCC2)ccc1F	-1.5	0.4	24	-0.2	-21
11	O=C(Cc1c(F)cccc1Cl)Nc1ccon1	0.0	0.0	-14	1.5	-3
12	COc1ccc(Br)cc1/C=N/NC(=O)c1nc(-c2ccccc2)n2c1CCCCC2	-0.2	-1.6	-9	-4.9	-4

#	VIM-2 inhibitor	GalR3 antag	NS3 helicase inh	GPR7 antagonist
1	-0.5	-1	-3	-4
2	-2.7	1	3	-9
3	-3.9	-8	4	-4
4	-2.8	-3	-2	4
5	-0.4	-7	-2	-1
6	-1.5	-1	-3	-3
7	-1.3	-2	-1	9
8	-4.3	-5	-1	-5
9	0.3	2	5	-4
10	-1.6	-6	-5	-11
11	-1.8	-4	2	-8
12	-2.6	-3	5	-2

Quoted at random: 4 records from the list, in no set order.
#	Molecule	V1aR counter	OXTR agonist	PHOSPHO1 inh	IMP-1 inhibitor	FID counter
2	CCOC(=O)CCc1c(C)c2ccc(OCc3cc([N+](=O)[O-])ccc3OC)c(C)c2oc1=O	-1.1	-1.2	-12	-4.6	-1
5	CC(/C=N/N1CCN(c2ccccc2)CC1)=C\c1ccco1	-0.5	-1.6	16	-1.1	1
11	O=C(Cc1c(F)cccc1Cl)Nc1ccon1	0.0	0.0	-14	1.5	-3
12	COc1ccc(Br)cc1/C=N/NC(=O)c1nc(-c2ccccc2)n2c1CCCCC2	-0.2	-1.6	-9	-4.9	-4

#	VIM-2 inhibitor	GalR3 antag	NS3 helicase inh	GPR7 antagonist
2	-2.7	1	3	-9
5	-0.4	-7	-2	-1
11	-1.8	-4	2	-8
12	-2.6	-3	5	-2

Further results.
#	Molecule	V1aR counter	OXTR agonist	PHOSPHO1 inh	IMP-1 inhibitor	FID counter
13	O=[N+]([O-])c1cccc(S(=O)(=O)N/N=C\c2ccc3c(c2)OCO3)c1	/	/	43	-4.4	2
14	O=C(O)Cn1cc(C(=O)C2CC2)c2ccccc21	0.4	0.8	12	-2.8	5
15	C#CCNC(=O)C1=C[C@H](c2ccc(Br)cc2)[C@@H](CCCO)[C@H](OCC)O1	0.6	0.8	26	-2.0	-23
16	O=C(NCCCCNC(=O)c1cccnc1Cl)c1cccnc1Cl	0.4	1.2	10	-1.2	-1
17	O=C(NCCc1ccc(Cl)cc1)C1COc2ccccc2O1 (stereo unspecified)	0.7	-0.9	15	-0.9	-19
18	Cc1nc(C)c(C(=O)N(c2ccc(F)cc2)C(C(=O)NCC2CCCO2)c2ccccc2)s1 (stereo unspecified)	-0.3	-0.9	44	-1.4	-44
19	O=C(c1ccc(NC(=S)Nc2ccc(F)cc2F)cc1)N1CCOCC1	0.8	0.3	10	-2.4	-1
20	O=c1oc(-c2cccs2)nc2ccccc12	0.0	-1.1	-63	-2.6	-1
21	CC(=O)c1ccc(NS(=O)(=O)c2ccc3ccccc3c2)cc1	7.2	4.1	2	-3.7	-12
22	CCC(=O)N1CCc2cc(S(=O)(=O)CCC(=O)N(C)c3ccc(OC)cc3)ccc21	2.2	0.8	29	-2.9	-25
23	O=C(Nc1nccs1)c1cc2cc(Cl)ccc2oc1=O	-0.1	-0.4	25	-1.5	-4
24	COc1ccc(NC2=C(Cl)C(=O)N(c3ccccc3)C2=O)c(OC)c1	1.2	-1.6	23	-1.5	-5

#	VIM-2 inhibitor	GalR3 antag	NS3 helicase inh	GPR7 antagonist
13	-2.6	-3	8	-5
14	0.3	-5	2	2
15	-2.3	-4	1	-9
16	-3.2	2	7	-11
17	2.1	-6	-8	-14
18	-0.3	-8	0	3
19	-2.5	-1	19	-11
20	-0.7	-5	-4	-3
21	-4.2	-11	-6	-3
22	-2.4	2	6	0
23	-0.7	-3	3	-10
24	-1.9	-3	-11	12

Whole records as entered above. Order of screens: V1aR counter	OXTR agonist	PHOSPHO1 inh	IMP-1 inhibitor	FID counter	VIM-2 inhibitor	GalR3 antag	NS3 helicase inh	GPR7 antagonist
COc1ccc(NC2=C(Cl)C(=O)N(c3ccccc3)C2=O)c(OC)c1 in the list: 1.2	-1.6	23	-1.5	-5	-1.9	-3	-11	12
O=C(O)Cn1cc(C(=O)C2CC2)c2ccccc21 in the list: 0.4	0.8	12	-2.8	5	0.3	-5	2	2

The results go on.
#	Molecule	V1aR counter	OXTR agonist	PHOSPHO1 inh	IMP-1 inhibitor	FID counter
25	COc1cccc(OCCn2ccnc2)c1	-0.1	-0.1	16	-4.5	-1
26	O=[N+]([O-])c1cccc(/C=N/n2c(-c3cccnc3)n[nH]c2=S)c1	0.6	0.8	16	-0.3	-3
27	CC(C)(C)c1cc(NCCCn2ccnc2)n2ncc(-c3ccc(Cl)cc3)c2n1	0.4	0.2	32	2.6	8
28	O=C(/C=C/c1cccs1)c1ccc([N+](=O)[O-])cc1	-1.6	-2.2	4	0.2	9
29	CSc1nsc(SC)c1C(=O)Nc1ccc(Cl)cc1	0.7	-2.6	20	0.0	-5
30	O=C(NC(=S)Nc1ncc(Br)cc1Br)c1ccccc1	-0.3	-1.3	18	-3.9	-13
31	O=C(NNC(=O)C1CCCCC1)c1ccc(Br)cc1	0.4	0.1	30	-1.2	-8
32	O=C(CN1CCC(Cc2ccccc2)CC1)NC(=O)NC1CCCCC1	-0.8	-1.5	19	-4.1	-3
33	CN(C)c1ccc(C2=NOC(CN3C(=O)c4ccccc4S3(=O)=O)C2)cc1 (stereo unspecified)	0.5	-1.0	41	-2.5	-7
34	CC(C)COc1ccc(C(=O)NCc2ccco2)cc1	1.2	-1.4	-2	-1.8	-12
35	O=C1CC(NCc2ccc3c(c2)OCO3)C(=O)N1CCc1ccccc1 (stereo unspecified)	0.8	2.0	-7	42*	27
36	COC(=O)c1ccccc1NC(=S)N(Cc1ccc2c(c1)OCO2)Cc1cc2ccc(OC)cc2[nH]c1=O	1.4	-1.3	6	-2.8	-5

#	VIM-2 inhibitor	GalR3 antag	NS3 helicase inh	GPR7 antagonist
25	-0.7	-4	-4	-11
26	2.7	1	6	-6
27	2.0	-7	-77	1
28	2.5	-5	13	15
29	-0.7	-6	10	-14
30	-0.9	0	15	4
31	-2.1	-4	8	-6
32	-1.5	-8	-23	-11
33	-3.0	-6	3	-6
34	-5.2	-6	18	-8
35	47*	-11	54*	-5
36	-3.2	2	-4	-3

A second format for part of the listing above:
# | compound | V1aR counter | OXTR agonist | PHOSPHO1 inh | IMP-1 inhibitor | FID counter | VIM-2 inhibitor | GalR3 antag | NS3 helicase inh | GPR7 antagonist
4 | COc1ccc(F)cc1C(=O)C1CCCN(C(=O)C2=C(C)OCCO2)C1 (stereo unspecified) | 0.8 | -0.1 | 37 | -3.1 | -9 | -2.8 | -3 | -2 | 4
9 | COCCn1c(SCC(=O)NCCc2ccc(OC)c(OC)c2)nc2c([nH]c3ccccc32)c1=O | 0.9 | 0.8 | 1 | -3.5 | 2 | 0.3 | 2 | 5 | -4

(continued)
#	Molecule	V1aR counter	OXTR agonist	PHOSPHO1 inh	IMP-1 inhibitor	FID counter
37	O=C(c1cccc(S(=O)(=O)N2CCCCC2)c1)N1CCc2ccccc21	4.9	1.5	-7	-3.1	-22
38	Cc1ccccc1CC1(CO)CCCN(Cc2ccccc2Cl)C1 (stereo unspecified)	-1.1	-1.6	/	-2.9	3
39	COc1ccc(/C=C(\C#N)c2nc3ccc(C)cc3[nH]2)cc1Oc1ccc(C(F)(F)F)cc1[N+](=O)[O-]	0.2	-0.6	-1	-1.2	1
40	CC(C)C(=O)Nc1ccc(Nc2ccccc2)cc1	1.8	2.7	14	-1.0	2
41	CCOC(=O)C1=NN(c2ccccc2)C2=NC(C)=C(C(=O)OC)C(c3ccc(C)cc3)N12 (stereo unspecified)	0.2	-1.1	-10	-0.7	-7
42	CCOC(=O)c1c(C)nc(C)c(C(=O)OCC)c1-c1ccc(OC)cc1	-1.3	-1.6	2&7	-2.6&-3.0	-43&-34
43	O=C1CCC(=O)N1CN(C(=O)c1ccco1)c1ccccc1	1.1	0.1	-3	0.2	-2
44	Cc1ccccc1NC(=S)Nc1ccccc1	0.3	0.4	34	-0.2	0
45	CCC(c1nnc(SCC(=O)Nc2ccc(NC(C)=O)cc2)n1Cc1ccccc1)N(C)C (stereo unspecified)	-0.8	0.0	-47	0.5	-14
46	COc1ccc(CCNS(=O)(=O)c2ccc(OC)cc2)cc1	1.2	1.9	37	-4.4	-12
47	CCCCC(=O)Nc1nc(C)c(-c2csc(Nc3ccccc3OC)n2)s1	-0.7	-2.4	94*	-3.2	-3
48	Cc1ccc(NC(=O)Nc2ccc3c(c2)N(C)C(=O)CS3)cc1C	7.7	3.9	-11	-1.8	-15

#	VIM-2 inhibitor	GalR3 antag	NS3 helicase inh	GPR7 antagonist
37	2.4	-1	-3	-3
38	-1.9	-11	-7	-19
39	-2.4	-7	3	-4
40	-1.4	-5	-3	-2
41	-0.2	-2	6	-11
42	-1.7&-7.8	-6	-2&1	-11&-15
43	-2.5	-2	0	-2
44	-0.5	-4	12	-12
45	0.3	-3	-5	-8
46	-0.3	-3	3	13
47	-0.7	-4	-8	9
48	-4.1	2	11	10

Printed as active in VIM-2 inhibitor (from the list above):
# | molecule | PHOSPHO1 inh | IMP-1 inhibitor | VIM-2 inhibitor | GalR3 antag | NS3 helicase inh | GPR7 antagonist
35 | O=C1CC(NCc2ccc3c(c2)OCO3)C(=O)N1CCc1ccccc1 (stereo unspecified) | -7 | 42* | 47* | -11 | 54* | -5
